Assay outcomes: PubChem BioAssay, several laboratories
Autophagy mod = autophagy modulation, high-content screen; MEF GFP-LC3 puncta imaging; test concentration mostly 10 µM; calls only at 10 µM (by protocol); 190,000 compounds, 0.98% hits; AID 463193;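 active = percentage of spot-positive cells more than 3 SD above its plate mean, without a fluorescence outlier flag or 80% toxicity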;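 note: spot-positive cell cutoff set from DMSO-treated cells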
Dynein cargo inh = blocks dynein driven cargo transport along microtubules | z-score, hits read low | 3617.4 mouse cells, GR-EGFP nuclear translocation imaging; test concentration mostly 20 µM; stimulated with dexamethasone, 1 µM; hits give low values | 220,000 compounds, 0.47% hits;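 active = plate z-score of nuclear minus cytoplasmic receptor signal below a set negative limit, without overly bright fluorescence or cell loss, cut at about -3.5 in these data, passing the limit was not always enough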;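 note: z-score of nuclear minus cytoplasmic ring GR-EGFP intensity difference per well; some compounds called inactive have numbers as strong as hits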
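Buffer or medium – tet-free medium with charcoal-stripped serum · Signal – automated 10x imaging of fixed Hoechst-stained cells · Also added – dexamethasone agonist, 1.0 µM final, for 30 min · Incubation – induction 48 h, compound 1 h, agonist 30 min · Read-out – GR-EGFP nuclear translocation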
MT stabilizer = microtubule stabilizers in HeLa cells; HeLa tubulin immunostaining HCS, 24 h; share of cells brighter than vehicle mean+2SD; % tubulin-high responders, % at 10 µM; 200,000 compounds, 0.83% hits; AID 2205;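 active = plate Z-score above 3 for both tubulin-high and condensed-nucleus cell shares, with cell loss under 80%, at 10 µM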;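 note: anti alpha tubulin signal scored within the nucleus-defined area of each cell; some results filed as inactive read as strong as hits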
Insulin prom up = MIN6 insulin promoter up-regulation | AID 1625 | MIN6 insulin promoter-GFP reporter, high-content imaging; hits give high values | 190,000 compounds, 0.3% hits | z-score at 5 µM;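 active = z-score above 3 at 5 µM with at least 500 cells counted in the well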
bCat nuc transl = alters nuclear translocation of beta-catenin in HeLa cells | immunofluorescence imaging | nuclear translocation activity, % at 5 µM | 190,000 compounds, 0.3% hits | AID 1665;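 active = nuclear translocation activity above 50% at 5 µM, with a well cell count of 50 or more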;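 note: per-cell ratio of nuclear to cytoplasmic median beta-catenin stain intensity; plate controls were DMSO negative control for no effect and GSK-3 inhibitor IX positive control for full effect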
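Test system: human HeLa cells, endogenous beta-catenin. Times: 24 h compound exposure, 37°C. Measured by: beta-catenin immunofluorescence imaging with DAPI.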
CSM14.1 death rescue = protection against thapsigargin-triggered cell killing – 384-well, CSM14.1, ATP luminescence, primary screen (AID 1222) | CSM14.1 thapsigargin-induced death rescue, ATP luminescence; higher % means a stronger effect | one-dose cellular ATP content (survival), % at 20 µM; EC50 in µM for titrated hits | 190,000 tested, under 10 active;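 active = EC50 below 50 µM in the dose-response confirmation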;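 note: death triggered by thapsigargin at about 15 µM added after 2 h compound pretreatment; cell ATP read after overnight thapsigargin exposure of roughly 18 to 22 hours; normalized against plate controls of thapsigargin alone and 5% DMSO vehicle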
UTI89 phage lysis = inhibition of K1F phage lysis, E. coli UTI89, bacterial capsule biogenesis inhibitors, alamar blue (AID 488966) | inhibition, % at 100 µM, or IC50 in µM where a hit was titrated | 340,000 compounds, 0.02% hits | E. coli UTI89 K1F phage lysis, alamar blue, 2 h; higher % means a stronger effect;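 active = phage lysis inhibition, versus mean bacterial control, above a set limit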;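 note: capsule biogenesis inhibitors block K1F phage lysis so surviving cells raise fluorescence; higher fluorescence means more inhibition of phage lysis; actives were called in the ten point dose series up to 300 µM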
P. falciparum M1AAP = malaria alanyl aminopeptidase activity blockers – biochemical, fluorogenic H-Leu-NHMec substrate, 1536-well (AID 1445); recombinant M1AAP, H-Leu-NHMec fluorogenic kinetic assay; higher % means a stronger effect; inhibition, % at 30 µM; hits with a dose series show IC50 in µM; 220,000 compounds, 0.42% hits;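 active = primary inhibition above the hit cutoff, then over 50% inhibition at one or more dose response concentrations, cut at about 23% in these data, passing the limit was not always enough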;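 note: plate controls were DMSO full reaction for no effect and no enzyme background for full effect; strong numbers were not always called active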
P. falciparum M17LAP = P. falciparum M17LAP inhibitors, primary screen, biochemical, fluorogenic H-Leu-NHMec substrate, 1536-well (AID 1619) | recombinant M17LAP, H-Leu-NHMec fluorogenic kinetic assay; higher % means a stronger effect | 220,000 compounds, 0.38% hits | one-dose inhibition, % at 30 µM; IC50 in µM for titrated hits;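 active = compound inhibiting the enzyme by more than half at any dose during confirmatory dose-response retesting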;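 note: plate controls were full reaction with DMSO carrier for no effect and no enzyme background for full effect; strong numbers were not always called active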
Dynein cargo inh cytoplasmic EGFP = also measured in Dynein cargo inh; calls as there; z-score; measured here: cytoplasmic GR-EGFP intensity; hits give high values
Dynein cargo inh nuclear GR-EGFP = recorded beside Dynein cargo inh, whose call it bears; z-score; measured here: nuclear GR-EGFP intensity;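 lower value marks the stronger effect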
Dynein cargo inh cell count = further read-out of Dynein cargo inh, marked with its call; z-score; measured here: cell count per field
Insulin prom up cell count = also measured in Insulin prom up; calls as there; cell count; measured here: cytotoxicity, nuclei count;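 total cells summed across four imaged fields per well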
bCat nuc transl cell count 5 µM = further read-out of bCat nuc transl, marked with its call; cell count; measured here: cell count, cytotoxicity flag
MT stabilizer Hoechst-high % = second read-out of MT stabilizer, no call of its own (marks repeat the call); % Hoechst-high responders; measured here: nuclear condensation Hoechst responders;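 share of cells brighter than vehicle mean plus two SD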
MT stabilizer cytotoxicity % = further read-out of MT stabilizer, marked with its call; toxicity, %; measured here: cytotoxicity by cell density;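 0% = mean cell density of plate MIN control wells and 100% = no cells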
Autophagy mod cell loss 18 h = recorded beside Autophagy mod, whose call it bears; toxicity, %; measured here: cell loss, nuclei count;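 cell loss after 18 h compound exposure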
Numbers without * were called inactive; [ ] = remark or other dose. Not a hit list. Share with any hit: about 2.9%.

Results for CCc1nc(Nc2ccncc2)c2oc3ccccc3c2n1 ?
Autophagy mod: inactive; Dynein cargo inh: -0.6; MT stabilizer: 8.2; Insulin prom up: -1.9; bCat nuc transl: 8.1; UTI89 phage lysis: 1.7%; P. falciparum M1AAP: 0%; P. falciparum M17LAP: 8%; Dynein cargo inh cytoplasmic EGFP: -0.2; Dynein cargo inh nuclear GR-EGFP: -0.44; Dynein cargo inh cell count: 0.6; Insulin prom up cell count: 865; bCat nuc transl cell count 5 µM: 920; MT stabilizer Hoechst-high %: 2.2; MT stabilizer cytotoxicity %: 8.0; Autophagy mod cell loss 18 h: 10

How did CC(=O)Nc1ccc(NC(=O)/C=C/c2ccccc2)cc1 do in these assays?
Autophagy mod: inactive; Dynein cargo inh: -0.26; MT stabilizer: 2.8; Insulin prom up: -0.49; bCat nuc transl: 0.6; UTI89 phage lysis: 0.1%; P. falciparum M1AAP: -4%; P. falciparum M17LAP: -6%; Dynein cargo inh cytoplasmic EGFP: -0.27; Dynein cargo inh nuclear GR-EGFP: -0.02; Dynein cargo inh cell count: 0.47; Insulin prom up cell count: 1311; bCat nuc transl cell count 5 µM: 1082; MT stabilizer Hoechst-high %: 1.9; MT stabilizer cytotoxicity %: 6.1; Autophagy mod cell loss 18 h: -47

Results for CCOC(=O)c1c(C)[nH]c(C(=O)C(C)OC(=O)c2oc3ccccc3c2COC)c1C (stereo unspecified) ?
Autophagy mod: inactive; Dynein cargo inh: 1.6; MT stabilizer: 2.1; Insulin prom up: 0.17; bCat nuc transl: 5.0; CSM14.1 death rescue: -1.9%; UTI89 phage lysis: 0.9%; P. falciparum M1AAP: 2%; P. falciparum M17LAP: -3%; Dynein cargo inh cytoplasmic EGFP: 0.0087; Dynein cargo inh nuclear GR-EGFP: 1.3; Dynein cargo inh cell count: -1.2; Insulin prom up cell count: 1057; bCat nuc transl cell count 5 µM: 871; MT stabilizer Hoechst-high %: 0.7; MT stabilizer cytotoxicity %: 12; Autophagy mod cell loss 18 h: 1

How did C=C(C)Cn1c(Sc2nc3ccccc3[nH]2)nc2c1c(=O)[nH]c(=O)n2C do in these assays?
Autophagy mod: inactive; Dynein cargo inh: -0.56; MT stabilizer: 2.3; Insulin prom up: 0.38; bCat nuc transl: -3.6; CSM14.1 death rescue: 0.0%; UTI89 phage lysis: 0.1%; P. falciparum M1AAP: 19%; P. falciparum M17LAP: 4%; Dynein cargo inh cytoplasmic EGFP: -0.14; Dynein cargo inh nuclear GR-EGFP: -0.079; Dynein cargo inh cell count: 1.1; Insulin prom up cell count: 939; bCat nuc transl cell count 5 µM: 1147; MT stabilizer Hoechst-high %: 4.5; MT stabilizer cytotoxicity %: 9.9; Autophagy mod cell loss 18 h: 1

How did c1ccc(-c2nc(-c3ccccn3)no2)cc1 do in these assays?
Autophagy mod: inactive; Dynein cargo inh: 0.11; MT stabilizer: 3.1; bCat nuc transl: -0.6; CSM14.1 death rescue: -5.9%; UTI89 phage lysis: 4.0%[50 µM]; P. falciparum M1AAP: 6%; P. falciparum M17LAP: -3%; Dynein cargo inh cytoplasmic EGFP: -0.27; Dynein cargo inh nuclear GR-EGFP: 0.38; Dynein cargo inh cell count: -0.47; bCat nuc transl cell count 5 µM: 1161; MT stabilizer Hoechst-high %: 2.9; MT stabilizer cytotoxicity %: 9.5; Autophagy mod cell loss 18 h: -3

What do the screens show for `CN(Cc1ccccc1NCC(=O)Nc1ccccc1C#N)C1CCCCC1`?
Autophagy mod: inactive; Dynein cargo inh: 0.42; MT stabilizer: 7.2; Insulin prom up: 0.77; bCat nuc transl: -1.5; CSM14.1 death rescue: -2.4%; UTI89 phage lysis: 0.5%; P. falciparum M1AAP: -5%; P. falciparum M17LAP: 0%; Dynein cargo inh cytoplasmic EGFP: -0.25; Dynein cargo inh nuclear GR-EGFP: 0.49; Dynein cargo inh cell count: -0.049; Insulin prom up cell count: 1220; bCat nuc transl cell count 5 µM: 1103; MT stabilizer Hoechst-high %: 3.3; MT stabilizer cytotoxicity %: 7.3; Autophagy mod cell loss 18 h: 0

How did Cc1ccccc1NC(=O)NCc1ccc2c(c1)OCO2 do in these assays?
Autophagy mod: inactive; Dynein cargo inh: -0.38; MT stabilizer: 2.5; bCat nuc transl: 0.5; CSM14.1 death rescue: -0.3%; UTI89 phage lysis: 0.2%; P. falciparum M1AAP: 7%; P. falciparum M17LAP: 5%; Dynein cargo inh cytoplasmic EGFP: -0.0052; Dynein cargo inh nuclear GR-EGFP: -0.53; Dynein cargo inh cell count: 1.7; bCat nuc transl cell count 5 µM: 1454; MT stabilizer Hoechst-high %: 2.7; MT stabilizer cytotoxicity %: 1.8; Autophagy mod cell loss 18 h: -10

What do the screens show for `COc1ccc(CC(=O)Nc2ccc(S(=O)(=O)Nc3nccc(C)n3)cc2)cc1`?
Autophagy mod: inactive; Dynein cargo inh: 0.9; MT stabilizer: 1.0; Insulin prom up: 0.42; CSM14.1 death rescue: -1.1%; UTI89 phage lysis: 0.0%; P. falciparum M1AAP: 9%; P. falciparum M17LAP: 4%; Dynein cargo inh cytoplasmic EGFP: -0.26; Dynein cargo inh nuclear GR-EGFP: 0.45; Dynein cargo inh cell count: 0.34; Insulin prom up cell count: 1080; MT stabilizer Hoechst-high %: 1.3; MT stabilizer cytotoxicity %: 7.9; Autophagy mod cell loss 18 h: 26

How did CCOC(=O)C1(C(F)(F)F)N=C(c2cccnc2)OC(N2CCCCC2)=N1 (stereo unspecified) do in these assays?
Autophagy mod: inactive; Dynein cargo inh: -0.33; MT stabilizer: 4.6; Insulin prom up: -0.22; bCat nuc transl: -3.9; CSM14.1 death rescue: -2.1%; UTI89 phage lysis: 0.4%; P. falciparum M1AAP: 0%; P. falciparum M17LAP: 1%; Dynein cargo inh cytoplasmic EGFP: -0.15; Dynein cargo inh nuclear GR-EGFP: 0.36; Dynein cargo inh cell count: 0.26; Insulin prom up cell count: 1330; bCat nuc transl cell count 5 µM: 544; MT stabilizer Hoechst-high %: 2.1; MT stabilizer cytotoxicity %: 4.8; Autophagy mod cell loss 18 h: 22

How did O=C(NCCN1CCCCC1)c1ccc(Oc2cc(Cl)cc(Cl)c2)o1 do in these assays?
Dynein cargo inh: -0.62; Insulin prom up: -0.53; bCat nuc transl: 4.2; P. falciparum M1AAP: -7%; P. falciparum M17LAP: -4%; Dynein cargo inh cytoplasmic EGFP: -0.21; Dynein cargo inh nuclear GR-EGFP: -0.57; Dynein cargo inh cell count: 1.9; Insulin prom up cell count: 1398; bCat nuc transl cell count 5 µM: 1045

What do the screens show for `CC1(C)CC(=O)c2cnc(NC3CC3)nc2C1`?
Autophagy mod: inactive; Dynein cargo inh: -0.96; MT stabilizer: 2.6; Insulin prom up: -0.33; bCat nuc transl: 0.5; CSM14.1 death rescue: -1.5%; UTI89 phage lysis: 2.8%; P. falciparum M1AAP: 5%; P. falciparum M17LAP: 6%; Dynein cargo inh cytoplasmic EGFP: -0.075; Dynein cargo inh nuclear GR-EGFP: -0.51; Dynein cargo inh cell count: -0.024; Insulin prom up cell count: 1505; bCat nuc transl cell count 5 µM: 1490; MT stabilizer Hoechst-high %: 2.5; MT stabilizer cytotoxicity %: 4.8; Autophagy mod cell loss 18 h: -10

Results for Cc1ccc(NC(=O)c2c3c(nc4ccccc24)CCC3)cc1 ?
Autophagy mod: inactive; Dynein cargo inh: -0.94; MT stabilizer: 2.2; bCat nuc transl: -2.2; CSM14.1 death rescue: -0.7%; UTI89 phage lysis: 0.2%; P. falciparum M1AAP: 9%; P. falciparum M17LAP: 61%; Dynein cargo inh cytoplasmic EGFP: 0.57; Dynein cargo inh nuclear GR-EGFP: -0.37; Dynein cargo inh cell count: 0.67; bCat nuc transl cell count 5 µM: 1044; MT stabilizer Hoechst-high %: 2.5; MT stabilizer cytotoxicity %: 5.2; Autophagy mod cell loss 18 h: -16

Results for CCc1c(C)nc(SCc2ccccn2)[nH]c1=O ?
Autophagy mod: inactive; Dynein cargo inh: -0.29; MT stabilizer: 2.7; Insulin prom up: 0.05; bCat nuc transl: -0.5; UTI89 phage lysis: 0.9%; P. falciparum M1AAP: 5%; P. falciparum M17LAP: -1%; Dynein cargo inh cytoplasmic EGFP: -0.17; Dynein cargo inh nuclear GR-EGFP: -0.16; Dynein cargo inh cell count: 0.24; Insulin prom up cell count: 1338; bCat nuc transl cell count 5 µM: 1137; MT stabilizer Hoechst-high %: 0.7; MT stabilizer cytotoxicity %: 3.3; Autophagy mod cell loss 18 h: 39

Results for Cc1cc(=O)[nH]c(/N=C(\N)Nc2ccc(SC(F)F)cc2)n1 ?
Autophagy mod: inactive; Dynein cargo inh: -0.061; MT stabilizer: 3.4; Insulin prom up: -0.59; bCat nuc transl: -2.4; CSM14.1 death rescue: -1.9%; UTI89 phage lysis: 0.3%; P. falciparum M1AAP: -1%; P. falciparum M17LAP: 6%; Dynein cargo inh cytoplasmic EGFP: -0.18; Dynein cargo inh nuclear GR-EGFP: 0.22; Dynein cargo inh cell count: -0.15; Insulin prom up cell count: 1590; bCat nuc transl cell count 5 µM: 981; MT stabilizer Hoechst-high %: 1.7; MT stabilizer cytotoxicity %: 5.6; Autophagy mod cell loss 18 h: 11

How did CCn1c(C)nc2cc(N)ccc21 do in these assays?
Dynein cargo inh: 0.21; Insulin prom up: 0.53; bCat nuc transl: 0.4; UTI89 phage lysis: 0.4%; P. falciparum M1AAP: 8%; P. falciparum M17LAP: 8%; Dynein cargo inh cytoplasmic EGFP: -0.28; Dynein cargo inh nuclear GR-EGFP: 0.51; Dynein cargo inh cell count: 0.48; Insulin prom up cell count: 1010; bCat nuc transl cell count 5 µM: 1336
